High-throughput results from PubChem BioAssay.
UDG counter: UDG inhibition counter-screen; actives 0.14% (n = 91,000); FRET deamination/UDG coupled assay, UDG read, 4 h; Potency, µM (top dose mostly 115 µM), inactives show at the highest dose activity change, negative = inhibition, most hits filed as inhibitors; further: nearly all actives have a fitted effect of over 65% in size
AID inh: activation induced cytidine deaminase inhibition. Q9GZX7. AID deamination FRET fluorescence, UDG-coupled, 4 h. Potency, µM (titrated, usually from 115 µM), for inactives: at the highest dose activity change, negative = inhibition, actives largely listed as inhibitors. actives 0.32% (n = 91,000). AID 1347428; further: nearly all actives have a fitted effect of over 25% in size
Target sequence (Q9GZX7 whole entry, looked up): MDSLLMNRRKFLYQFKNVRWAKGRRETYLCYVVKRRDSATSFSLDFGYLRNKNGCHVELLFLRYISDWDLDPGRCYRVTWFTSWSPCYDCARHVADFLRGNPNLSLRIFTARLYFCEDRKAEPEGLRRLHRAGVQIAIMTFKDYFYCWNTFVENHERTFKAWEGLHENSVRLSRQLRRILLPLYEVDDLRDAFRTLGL
An asterisk follows results filed as active; ? = inconclusive; [ ] = dose if it differs, or a comment. The call rests on the fitted dose curve; in most records, active means well fitted curve in the direction sought with a large enough effect; inconclusive means small, poorly fitted or top-dose-only effect, or another doubt; inactive means no such curve, though single readings can be large; an effect the other way counts as inactive or inconclusive. On the % scale 0 is the no-effect control and ±100 the full control effect; potency means the concentration at half of the fitted maximal effect.

SMILES | UDG counter | AID inh
CCOc1ccc(CCNC(=O)c2ccc3c(c2)N(Cc2ccc(C)cc2)CCS3)cc1 | 1.5% | -1.0%
CCONC(=O)C(C)Sc1cc(Cl)ccc1Cl (configuration not stated) | -5.8% | -1.7%
Cc1ccc(C)c(NC(=O)N2CCN(c3nnc(C)c4c(C)n(-c5ccccc5)nc34)CC2)c1 | -28.0% | -15.5%
Cc1ccccc1C(=O)NC(NC(=O)c1ccccc1C)c1ccc(Cl)cc1 | 2.3% | -2.5%
Cc1ccc(-n2c(SCC(N)=O)nc3c(c2=O)C2(CCCC2)Cc2ccccc2-3)cc1 | 79.4µM* | -19.1%
Cc1c(NC(=O)Nc2ccc(F)c(Cl)c2)c(=O)n(-c2ccccc2)n1C | -9.8% | -0.9%
COc1ccccc1-c1cc(C(=O)N2CCN(c3ccccc3)CC2)no1 | 27.4% | -6.6%
O=C(CN1C(=O)C(c2ccc(F)cc2)=NC12CCCCCC2)Nc1ccc(F)c(Cl)c1 | -17.6% | -18.5%
COc1ccc(CCNC(=O)CN2C(=O)COc3ccc(S(=O)(=O)N4CCCC4)cc32)cc1OC | -0.3% | ?
CCc1ccccc1NC(=O)c1cnn2c(C(F)(F)F)cc(-c3ccc(OC)c(OC)c3)nc12 | -2.0% | -8.6%
CCC(NC(=O)c1ccc(OC)cc1)c1ccccc1OC(F)F (configuration not stated) | -10.0% | -18.8%
COc1ccc(C2c3c(n(C)c4ccccc34)C(=O)N2CC(=O)Nc2ccc(C)cc2Cl)cc1 (configuration not stated) | 40.1%[activator] | -16.8%

Record cards (already shown). Order of values: UDG counter	AID inh
Record of COc1ccc(C2c3c(n(C)c4ccccc34)C(=O)N2CC(=O)Nc2ccc(C)cc2Cl)cc1 (configuration not stated) → 40.1%[activator]	-16.8%
Record of Cc1ccc(C)c(NC(=O)N2CCN(c3nnc(C)c4c(C)n(-c5ccccc5)nc34)CC2)c1 → -28.0%	-15.5%
Record of COc1ccc(CCNC(=O)CN2C(=O)COc3ccc(S(=O)(=O)N4CCCC4)cc32)cc1OC → -0.3%	?

Further entries follow:
SMILES | UDG counter | AID inh
COC(=O)C1=C(C)N(C2CCCC2)C(=O)C1(NC(C)=O)C(F)(F)F (configuration not stated) | 10.9% | 10.0%
CCCCc1ccc(NC(=O)CC)cc1 | -0.3% | -1.1%
Fc1ccc(Oc2nc(-c3ccccn3)nc3ccccc23)cc1 | 2.5% | -22.8%
Cc1c(Cl)cccc1NC(=O)CCS(=O)(=O)c1ccc2c(c1)CC(C)N2C(=O)C1CC1 (configuration not stated) | 3.1%[57.5 µM] | -19.0%
COc1ccc(OC)c(NC(=O)CSC2=Nc3ccccc3C3=NC(CC(=O)NCc4ccco4)C(=O)N23)c1 (configuration not stated) | -28.6% | 0.3%
O=C(Nc1cccc(C(=O)OCc2cc(=O)n3nc(C4CC4)sc3n2)c1)c1ccccc1 | -16.2% | -3.1%
COc1ccc(CN2C(=O)c3ccccc3C2C(=O)NCCc2ccccc2)c(OC)c1 (configuration not stated) | -19.7%[57.5 µM] | 2.5%
Oc1ccc(C=NCCc2ccccc2)cc1 | -10.6% | -3.1%
COc1ccc(-c2cc3ccccc3c(=O)o2)cc1 | 3.7% | -4.4%
CCN1CCN(C(=O)CCCn2nc(C)c3c(C)n(-c4ccc(C)cc4)nc3c2=O)CC1 | 0.0% | -8.4%
Cc1ccc(NC(=O)C(C#N)=C2CCCCCCC2)cc1 | -6.7% | 5.0%
CC(C)c1ccccc1NC(=O)COC(=O)c1ccc2ccccc2n1 | -13.3% | -16.5%
CC(=O)Nc1ccc(SCCS(=O)c2ccccc2)cc1 (configuration not stated) | 3.0% | 0.3%
CC(C)COc1ccc(C(=O)N2CCCCC2CCN2CCCCC2)cc1 (configuration not stated) | -17.7% | 38.2%[activator]
OCc1nc2ccccc2n1CC(O)COc1ccccc1F (configuration not stated) | 8.3% | 4.3%
Cc1nn(CC(=O)Nc2cccc(C(F)(F)F)c2)c(=O)c2nn(-c3ccccc3)c(C)c12 | -15.4% | -16.1%
Fc1ccccc1N1CCN(c2ncnc3nc[nH]c23)CC1 | -6.0% | -13.1%
CC(=O)c1cccc(NC(=O)Cn2c(=O)oc3cc(S(=O)(=O)N4CCCC4)ccc32)c1 | -2.4% | -5.9%
COc1cc2c(-c3ccccc3C)nc3c(c(C)nn3-c3ccccc3)c2cc1OC | 0.0% | ?
CCc1ccc(CNC(=O)Cn2nc(-c3ccc(Cl)cc3)ccc2=O)cc1 | -16.1% | -20.0%
Cc1ccccc1-c1nnc(C2CCN(S(=O)(=O)c3ccc(Cl)cc3)CC2)o1 | -12.2% | -21.3%
Cc1cc(C)n(-c2ccc(C(=O)OCC(=O)NC3CCC(C)CC3)cc2)n1 (configuration not stated) | -6.2% | 0.2%
COc1ccc(-c2csc(NC(=O)Cc3nc4nc(C)cc(C)n4n3)n2)cc1Cl | 6.8% | -8.8%
COc1cc(-c2noc(-c3nnn(-c4ccc(Cl)cc4)c3C)n2)cc(OC)c1OC | -8.6% | 4.2%

A section from the list above, as a working copy:
SMILES | UDG counter | AID inh
Fc1ccc(Oc2nc(-c3ccccn3)nc3ccccc23)cc1 | 2.5% | -22.8%
Cc1c(Cl)cccc1NC(=O)CCS(=O)(=O)c1ccc2c(c1)CC(C)N2C(=O)C1CC1 (configuration not stated) | 3.1%[57.5 µM] | -19.0%
COc1ccc(OC)c(NC(=O)CSC2=Nc3ccccc3C3=NC(CC(=O)NCc4ccco4)C(=O)N23)c1 (configuration not stated) | -28.6% | 0.3%
O=C(Nc1cccc(C(=O)OCc2cc(=O)n3nc(C4CC4)sc3n2)c1)c1ccccc1 | -16.2% | -3.1%
COc1ccc(CN2C(=O)c3ccccc3C2C(=O)NCCc2ccccc2)c(OC)c1 (configuration not stated) | -19.7%[57.5 µM] | 2.5%
Oc1ccc(C=NCCc2ccccc2)cc1 | -10.6% | -3.1%
COc1ccc(-c2cc3ccccc3c(=O)o2)cc1 | 3.7% | -4.4%
CCN1CCN(C(=O)CCCn2nc(C)c3c(C)n(-c4ccc(C)cc4)nc3c2=O)CC1 | 0.0% | -8.4%
Cc1ccc(NC(=O)C(C#N)=C2CCCCCCC2)cc1 | -6.7% | 5.0%
CC(C)c1ccccc1NC(=O)COC(=O)c1ccc2ccccc2n1 | -13.3% | -16.5%
CC(=O)Nc1ccc(SCCS(=O)c2ccccc2)cc1 (configuration not stated) | 3.0% | 0.3%
CC(C)COc1ccc(C(=O)N2CCCCC2CCN2CCCCC2)cc1 (configuration not stated) | -17.7% | 38.2%[activator]
OCc1nc2ccccc2n1CC(O)COc1ccccc1F (configuration not stated) | 8.3% | 4.3%
Cc1nn(CC(=O)Nc2cccc(C(F)(F)F)c2)c(=O)c2nn(-c3ccccc3)c(C)c12 | -15.4% | -16.1%
Fc1ccccc1N1CCN(c2ncnc3nc[nH]c23)CC1 | -6.0% | -13.1%
CC(=O)c1cccc(NC(=O)Cn2c(=O)oc3cc(S(=O)(=O)N4CCCC4)ccc32)c1 | -2.4% | -5.9%
COc1cc2c(-c3ccccc3C)nc3c(c(C)nn3-c3ccccc3)c2cc1OC | 0.0% | ?
CCc1ccc(CNC(=O)Cn2nc(-c3ccc(Cl)cc3)ccc2=O)cc1 | -16.1% | -20.0%
Cc1ccccc1-c1nnc(C2CCN(S(=O)(=O)c3ccc(Cl)cc3)CC2)o1 | -12.2% | -21.3%
Cc1cc(C)n(-c2ccc(C(=O)OCC(=O)NC3CCC(C)CC3)cc2)n1 (configuration not stated) | -6.2% | 0.2%
COc1ccc(-c2csc(NC(=O)Cc3nc4nc(C)cc(C)n4n3)n2)cc1Cl | 6.8% | -8.8%
COc1cc(-c2noc(-c3nnn(-c4ccc(Cl)cc4)c3C)n2)cc(OC)c1OC | -8.6% | 4.2%

More entries:
SMILES | UDG counter | AID inh
Cc1cccc(OCCOC(=O)Cn2cnc3c2c(=O)n(C)c(=O)n3C)c1 | 8.7% | -11.5%
COc1ccc(NC(=O)COc2coc(CN3CCSCC3)cc2=O)cc1OC | 1.9% | 20.1%
Cc1ccccc1OCc1nnc(SCc2cc(=O)c3ccc(C)c(C)c3[nH]2)n1C | -0.7%[57.5 µM] | ?
Cn1cccc1C1CCCN1Cc1nc(-c2ccc(Cl)cc2)no1 (configuration not stated) | -1.6% | -5.1%
CC1COCCN1C(=O)Cc1nn(C)c(=O)c2ccccc12 (configuration not stated) | -2.0% | -7.0%
CCOC(=O)c1c(-c2ccc(OC)c(OC)c2)csc1NC(C)=O | 6.5% | -6.1%
CCCCCCNCCN1CCOCC1 | -11.5% | -6.4%
COC(=O)c1ccc(C2Nc3c(C)cc(C)cc3C3C=CCC32)cc1 (configuration not stated) | 4.6% | 14.1%
O=C(Cn1nc(C(=O)O)c2ccccc2c1=O)NCc1ccc(Cl)cc1 | -0.5% | -8.1%
Cc1ccc(C)c(NC(=O)Cn2cc(C(=O)c3ccncc3)c(=O)c3cc(F)ccc32)c1 | -8.2% | 7.5%
O=C(Nc1cccc2cccnc12)NC12CC3CC(CC(C3)C1)C2 | -2.3% | -1.2%
O=C(Nc1ccc2oc(-c3cccc4ccccc34)nc2c1)c1ccc2c(c1)OCCO2 | -3.2% | 20.4%
COC(=O)C1=C(C)N(C)C(C)=C(C(=O)OC)C1c1cccc(C(F)(F)F)c1 | -2.5% | -9.6%
Cc1ccc(CNC(=O)c2cccc(N3CCCS3(=O)=O)c2)cc1 | 12.9% | 3.8%
CCN(CC(=O)NC(C)C)C(=O)c1cc(C(C)C)nc2ccccc12 | -5.2% | -0.8%
COc1ccc(CNC(=O)Nc2ccc3c(c2)N(C)C(=O)c2ccccc2S3)cc1 | -6.4%[57.5 µM] | -10.1%
O=C(NCCS(=O)(=O)N1CCN(c2ccc(F)cc2)CC1)C1CC(=O)N(c2ccc(F)cc2)C1 (configuration not stated) | 1.6% | -9.3%
CSc1ccccc1NC(=O)c1ccc(F)cc1F | 1.3% | -1.5%
CCOC(=O)CN1C(=O)c2ccccc2Sc2ncccc21 | -0.8% | 5.0%
O=C(CCC1CCCCC1)NCCc1cccnc1 | -6.3% | -13.9%
Cc1ccc(NC(=O)COc2ccc(/C=C(/C#N)C(=O)N3CCOCC3)cc2)cc1 | -5.5% | -17.0%
COc1cccc(C(=O)NCC(=O)OCc2cc(=O)n3ccsc3n2)c1 | 6.7% | 29.5%
Cc1cc(C)cc(NC(=O)c2cnn(-c3ccc(C)c(C)c3)c2C2CCNCC2)c1 | 5.0% | 5.3%
CCCC(=O)N1CCN(c2nc(-c3ccco3)c3c(c2C#N)CCCC3)CC1 | 2.6% | -6.7%
S=c1[nH]c2ccccc2c2ccccc12 | 1.0% | 43.3%[activator]
c1ccc(COc2ccc(CNc3ccc(Oc4ccccc4)cc3)cc2)cc1 | -0.5% | -5.6%
Cc1ccc(C(=O)NCC(c2ccco2)S(=O)(=O)c2ccc(Cl)cc2)cc1C (configuration not stated) | ? | -15.5%
CC(=O)N1c2ccc(S(=O)(=O)NCCC(=O)N(C)Cc3ccccc3)cc2CC1C (configuration not stated) | 2.8% | -0.7%
COc1ccc(CNC(=O)Cc2ccc(NC(=O)N3CCSc4ncccc43)cc2)cc1 | -14.7% | 3.7%
CCN(C(=O)CSC1CCCC1)C1CCCCC1 | -1.1% | -15.8%
CCc1ccc(NC(=O)N(Cc2c[nH]c3ccccc23)C2CCCCCC2)cc1 | -6.9% | -28.7%
CCOc1ccccc1C(=O)N(Cc1cc(OC)c(OC)c(OC)c1)C1CCS(=O)(=O)C1 (configuration not stated) | 2.5% | 14.5%
Cc1ccc(NC(=O)Cn2nc3c(cc2=O)CCCC3)cc1Cl | 9.3% | -15.2%
O=C(Nc1ccccc1C(=O)OCc1cc(=O)n2ccsc2n1)c1ccc(Cl)cc1 | -3.8% | 1.5%
CCOc1ccccc1NC(=O)CSc1nc2c(oc3ccccc32)c(=O)n1-c1ccc(C)c(C)c1 | 2.7% | -18.3%
O=C(NCCNC(=O)c1cc2ccccc2[nH]1)C(=O)NC1CCCCCC1 | -0.8% | 6.5%
Cc1ccc2scc(N3CCC(C)CC3)c(=O)c2c1 | 4.1% | 12.5%
COc1ccc(Cl)cc1NC(=O)c1cc(C)nc2c1c(C)nn2-c1ccccc1 | -0.5% | -0.6%
COc1ccc(C(=O)/C(C#N)=C\c2ccccc2OC(F)F)cc1 | -11.4% | -11.4%
O=C1CC(c2ccccc2F)c2ncn(-c3ccccc3F)c2N1 (configuration not stated) | -4.1% | 4.7%
CCc1nn2c(=O)c(S(=O)(=O)Nc3ccc(Br)cc3F)c(C)nc2s1 | 6.4% | -25.0%
Cc1ccc(C(=O)Nc2c(C)nc3ccccn3c2=O)cc1C | -7.7% | -0.5%
CCOc1ccc(C(=O)NCCn2cc(SCC(=O)Nc3ccccc3)c3ccccc32)cc1 | -4.5% | -0.8%
COc1ccc2c(-c3cc4cc(Cl)ccc4o3)cc(=O)oc2c1 | 3.6% | 11.8%
NC(=O)c1ccc(CN(Cc2cccs2)C2CC2)cc1 | -2.7% | -0.7%
CC(C)(C)NC(NC(=O)c1ccccc1Cl)C(Cl)(Cl)Cl (configuration not stated) | -3.0% | -3.4%
CCCCNC(=O)CCn1nc(-c2ccc(Cl)cc2)c2ccccc2c1=O | -3.9%[57.5 µM] | 18.2%[57.5 µM]
O=C1CC(C(=O)Nc2ccc(F)cc2)c2ccc(F)cc2N1 (configuration not stated) | 4.2% | 6.7%
Cc1c2cnn(-c3ccccc3)c(=O)c2c(C)n1CCCC(=O)Nc1cccc(F)c1 | -4.1% | -16.2%
CN(Cc1ccccc1)C(=O)CN1C(=O)CSc2ccc(S(=O)(=O)N3CCOCC3)cc21 | 10.9% | -4.2%
CCCN1CCN(CCNC(=O)Nc2ccccc2OCC)CC1 | 2.9% | 2.2%
Cc1cccc(-n2c(=O)c3c(c4cc(C)ccc4n3C)n(CC(=O)Nc3ccccc3C(F)(F)F)c2=O)c1 | ? | 3.1%
O=C(Cn1ccc(=O)[nH]c1=O)Nc1cccc2cccnc12 | 11.4% | 16.6%

An excerpt (hit frequency here may not be typical).
